Source: PubChem BioAssay (several laboratories)
NR2E3 ag-1: inhibitors of NR2E3-RetCOR corepressor binding, primary screen, NR2E3 agonist project, biochemical, TR-FRET, GST-NR2E3, biotin-RetCOR; AID 2300, 2010; Photoreceptor-specific nuclear receptor (Homo sapiens), Q9Y5X4; 1536-well; inhibition of corepressor binding, % at 4.78 µM; hit rate 0.12% among 320,000;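 active = percent inhibition above the cutoff of mean plus 3 SD of all tested compounds, set per screening campaign, cut at about 20% in these data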;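 note: 0% = DMSO wells and 100% = biotin wells as full block of FRET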
Target sequence (Q9Y5X4 whole entry, looked up): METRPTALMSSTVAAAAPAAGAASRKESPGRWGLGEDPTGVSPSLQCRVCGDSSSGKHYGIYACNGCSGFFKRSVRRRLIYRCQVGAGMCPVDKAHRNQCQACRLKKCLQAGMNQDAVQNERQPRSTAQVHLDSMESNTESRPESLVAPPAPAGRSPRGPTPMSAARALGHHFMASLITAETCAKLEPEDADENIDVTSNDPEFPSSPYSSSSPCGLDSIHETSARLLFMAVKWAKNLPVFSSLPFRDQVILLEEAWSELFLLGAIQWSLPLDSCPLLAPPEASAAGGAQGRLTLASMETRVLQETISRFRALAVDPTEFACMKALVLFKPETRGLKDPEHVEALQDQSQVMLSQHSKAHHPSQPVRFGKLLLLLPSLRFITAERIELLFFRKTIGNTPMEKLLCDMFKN
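System: GST-NR2E3 and biotin-RetCOR proteins; probe or stimulus: 7 nM biotin-RetCOR; doses: compound at 4.8 µM, single dose; schedule: Compound–protein incubation for 5 h at 4 °C; detection: time-resolved FRET; read-out: percent inhibition; controls: biotin wells as high control, 0.6% DMSO wells as low control; format: 1536-well plates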
iPSC survival up: enhancers of single-cell hiPSC survival, primary screen, ATPlite luminescence. 100% = ROCK inhibitor wells, 0% = DMSO. survival enhancement, % at 20 µM. hit rate 0.044% among 360,000. AID 602274, 2012; in the data active = survival enhancement above about 18%;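 note: cells exposed to compounds for 16 hours before the ATP read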
Peg3 promoter: Peg3 promoter-driven luciferase inhibitors, primary screen, cell-based, HeLa, luciferase luminescence; inhibition, % at 20 µM; AID 588405, 2011; hit rate 1.7% among 360,000; HeLa PEG-Prom luciferase reporter, overnight;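 active = inhibition of at least 50% at 20 µM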
NR2E3 ag-2: NR2E3 agonists in two-hybrid cells, primary screen, cell-based, luminescence, CHO-S, Gal4-NCOR/VP16-NR2E3 | inhibition of corepressor binding, % at 3.98 µM | luciferase | hit rate 0.35% among 360,000 | AID 602229, 2012 | Photoreceptor-specific nuclear receptor (Homo sapiens), Q9Y5X4;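 active = inhibition above the mean of all tested compounds plus 3 SD, cut at about 70% in these data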;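 note: 0% = DMSO with NR2E3 transfected cells and 100% = cells lacking NR2E3 construct; higher means lower luciferase signal from less NR2E3 corepressor binding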
Shn3 inh set2: reduction of Shn3 3'UTR firefly luciferase signal, primary screen, Schnurri-3 inhibitor project, cell-based, Clone20 osteoblasts, set 2; hit rate 0.52% among 360,000; Clone20 osteoblast Shn3 3'UTR firefly luciferase, 24 h; AID 588674, 2011; inhibition, % at 12.5 µM;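 active = mean inhibition of at least 75% with every replicate also reaching 75%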;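 note: 0% = median of neutral control wells and 100% = pilot-screen positive control compound; some compounds past the cut are filed as inactive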
KKLEB cytotox: cytotoxicity in KKLEB CF airway cells, primary screen, cytotoxicity control for CF NF-kB inhibitor project, cell-based, uHTS, fluorescence assay plates; KKLEB CF airway cells viability, ATPlite luminescence, overnight; stronger effect = lower value; cells stimulated with P. aeruginosa culture filtrate; activity change (cytotoxicity), % at 5 µM; hit rate 0.36% among 360,000; AID 602141, 2011;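 active = corrected activity change at or below -50% at 5 µM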
MITF TRPM1 inh: inhibitors of MITF-dependent TRPM1 promoter reporter, primary screen, cell-based, SK-MEL-5, single point, luciferase | inhibition, % at 12.5 µM | AID 488899, 2010 | hit rate 0.83% among 330,000 | SK-MEL-5 TRPM1 promoter luciferase, 24 h;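 active = mean inhibition across replicates of 60% or more, whatever share of single replicates reaches that level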; note: values of inactives mirror those of a sister screen read the other way
CF NFkB block: inhibitors of PAF-induced NF-kB signaling, primary screen, cell-based, GFP fluorescence, uHTS; KKLEB NF-kB-GFP reporter, GFP fluorescence overnight; inhibition, % at 5 µM; hit rate 0.86% among 360,000;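 active = at least 50% inhibition at 5 µM, scaled per plate between neutral and stimulator controls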;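 note: PAF is a Pseudomonas aeruginosa culture filtrate used as stimulus; plate controls were PAF-stimulated DMSO wells for no effect and unstimulated DMSO wells for full effect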
LMP1 NFkB inh: EBV LMP1-driven NF-kappaB luciferase reporter inhibitors, primary screen, cell-based, luminescence, single point; LMP1-induced NF-kappaB luciferase reporter cells; inhibition, % at 12.5 µM; hit rate 0.69% among 350,000; AID 504558, 2011; in the data active = inhibition above about 41%;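 note: 0% = neutral control wells and 100% = reference inhibitor control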
C8 TRAIL sens: viability loss with TRAIL in NB7+C8 cells, primary screen, TRAIL sensitizer project, cell-based, ATPlite luminescence | inhibition (viability loss, TRAIL sensitization), % at 10 µM | hit rate 1% among 360,000 | AID 624354, 2012;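 active = compounds causing at least 50% loss of cell viability in the single-dose screen, relative to plate controls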
HIF-2a inh: HIF-2a reporter inhibitors, primary screen, luminescence, 786-0 RCC cells; hit rate 0.72% among 360,000; 786-0 RCC cells HIF-2a reporter, luciferase luminescence, overnight; AID 624352, 2012; inhibition, % at 18.8 µM;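 active = inhibition of the luminescence signal of 40% or more relative to plate controls, in a single-dose primary screen at 18.75 µM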
* hit, by the source's call; nt = no result given.

smiles | NR2E3 ag-1 | iPSC survival up | Peg3 promoter | NR2E3 ag-2 | Shn3 inh set2 | KKLEB cytotox | MITF TRPM1 inh | CF NFkB block | LMP1 NFkB inh | C8 TRAIL sens | HIF-2a inh
CCCOc1ccc(-c2nnn(CC(=O)c3c[nH]c4ccccc34)n2)cc1 | 0 | 3.3 | -4 | -10 | 23 | -3 | 2 | -7 | 8 | 1 | -11
COc1ccc2oc(C)c(C(=O)c3ccc([N+](=O)[O-])cc3)c2c1 | 3 | -0.9 | -26 | -15 | -6 | -16 | 12 | 31 | -2 | 6 | -25
O=C(CC1C[C@H](C(=O)N2CCCCC2)[C@@]2(CCc3ccccc3)c3[nH]c4ccccc4c3CCN2C1=O)NCc1cccc(C(F)(F)F)c1 (some centres not stated) | nt | -2.6 | -1 | -12 | 81 | -5 | 30 | 17 | 3 | 25 | -3
Cn1c(=O)c2c(-c3ccccc3)n(-c3ccccc3O)cc2n(C)c1=O | -2 | -3.0 | 18 | -26 | 19 | 5 | 4 | -6 | -5 | -20 | 5
CCn1cnc2sc(C(=O)N(Cc3ccc(N(C)C)cc3)Cc3ccco3)c(C)c2c1=O | -2 | -1.7 | 3 | 2 | 10 | -18 | -11 | 20 | 3 | -10 | -5
O=S(=O)(Nc1c(O)ccc2ccccc12)c1ccccc1 | -2 | 1.9 | -38 | -22 | -7 | -2 | 15 | 2 | -1 | 14 | 0
Cc1cc(C)n(CC2CC(=O)N(c3ccc(F)c(Cl)c3)C2=O)n1 (configuration not stated) | -2 | -1.0 | 10 | 2 | -9 | 5 | -11 | 1 | 1 | -4 | 15
CNCc1sccc1C | -2 | 1.7 | 15 | 11 | 8 | -3 | 0 | 23 | 0 | -11 | 8
CCOc1ccc2cc(/C=C/C(=O)c3ccco3)c(Cl)nc2c1 | -2 | -1.6 | -162 | -41 | -36 | 0 | -34 | 2 | -8 | -4 | -100
O=C(COc1ccc2ccccc2c1)NC1CC1 | 1 | -0.2 | -195 | -1 | -23 | 4 | -62 | -6 | -19 | 0 | -173
CCOc1ccc(S(=O)(=O)N2CCN(Cc3ccccc3)CC2)c2cccnc12 | -1 | -2.0 | 8 | 12 | -2 | 4 | 1 | 20 | 2 | -6 | 7
Cn1c(CCC(=O)Nc2ccc(N3CCOCC3)cc2)nc(=O)c2ccccc21 | 0 | -0.5 | -11 | -10 | -11 | -5 | 0 | -13 | -3 | -5 | -17
O=C(COC(=O)CNC(=O)c1cccs1)Nc1ccccc1C(F)(F)F | 0 | 1.1 | 12 | 6 | 1 | 3 | 4 | -17 | 10 | -8 | 15
C[C@H]1COC(=O)[C@H](Cc2ccc(F)cc2)C/C=C\C[C@@H](CC(=O)NCCO)C(=O)N1 | nt | -0.3 | -3 | 10 | -24 | -4 | 5 | -4 | -2 | 23 | 2
COc1cc(NC2c3ccccc3C(=O)N2c2ccc(C)cn2)cc(OC)c1OC (configuration not stated) | 0 | 0.5 | -144 | -90 | -53 | -5 | nt | -5 | -11 | 1 | -212

Reprinted at random: six compounds from above
smiles | NR2E3 ag-1 | iPSC survival up | Peg3 promoter | NR2E3 ag-2 | Shn3 inh set2 | KKLEB cytotox | MITF TRPM1 inh | CF NFkB block | LMP1 NFkB inh | C8 TRAIL sens | HIF-2a inh
COc1ccc2oc(C)c(C(=O)c3ccc([N+](=O)[O-])cc3)c2c1 | 3 | -0.9 | -26 | -15 | -6 | -16 | 12 | 31 | -2 | 6 | -25
Cn1c(CCC(=O)Nc2ccc(N3CCOCC3)cc2)nc(=O)c2ccccc21 | 0 | -0.5 | -11 | -10 | -11 | -5 | 0 | -13 | -3 | -5 | -17
O=C(CC1C[C@H](C(=O)N2CCCCC2)[C@@]2(CCc3ccccc3)c3[nH]c4ccccc4c3CCN2C1=O)NCc1cccc(C(F)(F)F)c1 (some centres not stated) | nt | -2.6 | -1 | -12 | 81 | -5 | 30 | 17 | 3 | 25 | -3
O=C(COc1ccc2ccccc2c1)NC1CC1 | 1 | -0.2 | -195 | -1 | -23 | 4 | -62 | -6 | -19 | 0 | -173
CNCc1sccc1C | -2 | 1.7 | 15 | 11 | 8 | -3 | 0 | 23 | 0 | -11 | 8
COc1cc(NC2c3ccccc3C(=O)N2c2ccc(C)cn2)cc(OC)c1OC (configuration not stated) | 0 | 0.5 | -144 | -90 | -53 | -5 | nt | -5 | -11 | 1 | -212

Ordered by the number under MITF TRPM1 inh (descending): 3 from the list above.
SMILES	MITF TRPM1 inh
C[C@H]1COC(=O)[C@H](Cc2ccc(F)cc2)C/C=C\C[C@@H](CC(=O)NCCO)C(=O)N1	5
CCOc1ccc(S(=O)(=O)N2CCN(Cc3ccccc3)CC2)c2cccnc12	1
CCn1cnc2sc(C(=O)N(Cc3ccc(N(C)C)cc3)Cc3ccco3)c(C)c2c1=O	-11

The listing continues.
compound,NR2E3 ag-1,iPSC survival up,Peg3 promoter,NR2E3 ag-2,Shn3 inh set2,KKLEB cytotox,MITF TRPM1 inh,CF NFkB block,LMP1 NFkB inh,C8 TRAIL sens,HIF-2a inh
COc1ccc(CC(=O)Nc2cc(C)on2)cc1,-1,-0.8,-9,-35,-11,3,-4,-13,3,0,-13
CCCSc1nc(C)cc(C)c1C(N)=O,0,-1.6,10,-18,15,-7,-2,-16,0,-9,23
Cc1cccc(C)c1Nc1nnc(SCC(=O)Nc2ncc(C(F)(F)F)cc2Cl)s1,1,-0.2,24,11,-5,-8,-10,-15,5,-2,17
COc1ccc(C(=O)N/N=C\c2ccoc2)cc1,2,-0.2,-56,-7,-8,15,4,-2,-1,3,-68
CN1CCc2c(sc3nc(NCCO)n(-c4cccc(Cl)c4)c(=O)c23)C1,4,0.5,11,-32,2,-5,3,-8,0,-14,2
Cc1ccc(NC(=O)CCNS(=O)(=O)c2cccs2)cc1F,1,1.8,-104,-81,-28,2,-27,12,-22,-7,-141
C[C@@H]1CN([C@H](C)CO)C(=O)c2cc(NC(=O)C3CCCCC3)ccc2O[C@@H]1CN(C)Cc1ccc(C(F)(F)F)cc1,nt,-0.9,17,-4,27,3,-6,2,-1,-1,12
CCOC(=O)N1CCN(CC(=O)N2c3ccccc3CCc3ccccc32)CC1,2,0.6,8,4,2,2,9,-9,5,8,10
COc1ccc(C(=O)CCN2CCCCCC2)cc1,4,-1.4,-2,-6,-9,8,2,7,-2,-7,9
CN(C)S(=O)(=O)c1ccc(NC(=O)CCNC(=O)c2ccco2)cc1,1,1.3,6,1,-20,0,2,-12,3,-6,0
O=C(N/C(=C/c1cccc(Br)c1)C(=O)N1CCOCC1)c1ccco1,nt,1.0,-20,-6,-29,-1,nt,-12,3,-1,3
O=c1[nH]cc(Cc2ccccc2)c(=O)[nH]1,nt,-4.2,9,-25,6,2,nt,9,-1,-5,4
CN(C)C(CNC(=O)C1CCN(S(=O)(=O)c2cccc(C(F)(F)F)c2)CC1)c1ccccc1 (configuration not stated),-1,0.1,1,17,9,-1,-7,-7,-7,11,-3
Cc1cccc(Cn2nc(C(C)(C)C)cc2C(=O)N2CCOCC2)c1,-2,-0.7,0,-30,-1,4,0,15,-2,-17,9
COc1ccc(C(=O)CSc2nnc3ccccn23)cc1OC,2,-0.8,-16,-2,-19,0,-10,12,3,-10,-17
CC(C)NCC(O)COc1c(F)cc(Br)cc1F (configuration not stated),1,2.9,8,-27,3,-7,5,3,3,12,13
Cc1c(Cl)cccc1NC(=O)CNC(=O)c1ccc2c(c1)OCCO2,nt,-0.3,-35,-10,-1,-1,-17,-13,-6,-3,-125
c1ccc2c(c1)CC1(CCCCC1)n1nnnc1-2,4,1.9,19,8,18,0,-1,14,-10,7,-15
O=C(NC12CC3CC(CC(C3)C1)C2)C1=COCCO1,-1,-2.7,9,5,15,-6,-1,0,-6,-8,18
O=C(c1cc(F)c(F)cc1Cl)N1CCN(c2ccc([N+](=O)[O-])c3ncccc23)CC1,0,2.7,25,-18,18,0,-5,-1,1,8,25
CCCCOc1ccc(N(CC(=O)NC(C)C)C(=O)CCC(=O)Nc2ccccn2)cc1,1,2.5,-4,-11,-2,5,11,5,3,-1,-1
CCc1nnc(NC(=O)CCC(=O)N2CCN(c3ccccn3)CC2)s1,-2,-1.1,3,-7,-3,0,-3,1,3,-8,6
O=C(NN=C1CCCCC1)c1cc(-c2ccccc2)n[nH]1,-2,1.7,7,10,-31,-7,2,-5,1,-2,18
O=C(Cc1ccc(Cl)cc1)NCC(=O)N1CCN(Cc2ccccc2)CC1,3,-0.1,13,-11,11,1,7,10,-2,8,7
CCOC(=O)c1c(NS(=O)(=O)c2cccc(OC)c2)sc2c1CCC2,0,5.2,16,3,16,-7,-7,0,6,17,-22

Not all compounds are listed, so the mix of outcomes need not match the whole.
